# Source: PubChem
# CHO-K1 Ca ag = counter-screen for M1 agonists: effect in parental CHO-K1 cells. activation, % at 3 µM. Fluo-8 calcium fluorescence; scaled to maximal ATP response, vehicle zero. 0.48% of 360,000 active. AID 602248; in the data active means activation above about 15%;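 further: untransfected CHO-K1 host cells lacking M1 receptor as counterscreen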
# CHO parental Ca = signal in parental CHO cells, OX1R antagonist counter-screen. parental CHO-K1, ATP-induced calcium, Fluo-8 fluorescence. inhibition, % at 5.6 µM. 0.63% of 330,000 active. AID 463079;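 active means inhibition above that plate's mean sample inhibition plus 3 SD, cut at about 26% in these data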;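 further: 0% = ATP-challenged DMSO wells and 100% = DMSO wells without ATP; some compounds past the cut are filed as inactive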
#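 Assay system: parental CHO cells; Read-out basis: percent inhibition of ATP-evoked calcium rise, normalized to controls; Benchmarks: ATP and no-ATP DMSO wells; Compound dosing: single nominal dose of 5.6 µM per compound; Signal: Fluo-8 calcium dye fluorescence; Also added: ATP as calcium-mobilizing challenge; Repeats: singlicate.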
# OXTR agonist = agonists of human oxytocin receptor | P30559 | CHO-OTR cells, Fluo-8 calcium fluorescence; normalized: DMSO 0%, oxytocin 100% | activation, % at 3 µM | 0.32% of 320,000 active | AID 2435;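 active means activation above the mean of all tested compounds plus 3 SD, cutoff set per screening run, cut at about 20% in these data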;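 further: peak over basal fluorescence ratio from a 100 s FLIPR kinetic read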
# Target sequence (P30559 whole entry, looked up): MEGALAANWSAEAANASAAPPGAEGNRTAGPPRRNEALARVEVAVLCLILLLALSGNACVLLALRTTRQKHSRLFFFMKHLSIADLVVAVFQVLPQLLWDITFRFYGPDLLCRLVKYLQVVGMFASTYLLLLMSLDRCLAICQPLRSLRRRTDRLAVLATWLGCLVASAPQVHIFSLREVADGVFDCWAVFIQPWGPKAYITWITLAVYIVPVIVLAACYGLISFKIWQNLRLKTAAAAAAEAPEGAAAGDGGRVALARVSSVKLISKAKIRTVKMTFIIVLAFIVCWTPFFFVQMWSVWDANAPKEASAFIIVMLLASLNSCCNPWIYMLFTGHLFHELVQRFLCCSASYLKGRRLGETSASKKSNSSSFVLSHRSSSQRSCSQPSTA
# OXTR potentiate = potentiators of human oxytocin receptor. 0.061% of 320,000 active. activation, % at 3 µM. P30559. AID 2445. CHO-OTR cells, Fluo-8 calcium fluorescence, potentiator mode; 0% = oxytocin EC15, 100% = EC100;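 active means activation above that plate's cutoff, the mean activation of tested compounds plus 3 SD, cut at about 6.6% in these data, passing the limit was not always enough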;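 further: 100% uses oxytocin at 75 nM as the full agonist control; some results filed as inactive read as strong as hits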
#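 Assay system: CHO-OTR cells, human receptor / Also added: oxytocin at about EC15, sub-maximal agonist stimulus / Dosing: single dose, 3.0 µM nominal final compound concentration / Incubation: 6 min pre-incubation, 100 s read / Technique: Fluo-8 calcium dye fluorescence / Read-out: % activation vs EC15 and EC100 oxytocin / Benchmarks: EC15 oxytocin low, 75 nM oxytocin high / Replicates: singlicate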
# TAAR1 antagonist = human TAAR1 antagonism; CHO RD-HGA16 TAAR1, Fluo-8 calcium fluorescence, antagonist; inhibition, % at 3 µM; 1.5% of 360,000 active; AID 624466;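 active means inhibition above a per-plate cutoff, the mean inhibition of test compounds on that plate plus 3 SD, cut at about 49% in these data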;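 further: 0% = DMSO plus EC80 beta-PEA response and 100% = DMSO alone without agonist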
#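 System: RD-HGA16 CHO cells with stable hTAAR1 and Gα16 | Probe or stimulus: EC80 β-phenethylamine stimulus | Dosing: 3 µM, single point | Times: Dye loading 75 min at 37 °C, then 30 min room temperature | Measured by: Fluo-8 calcium-sensitive fluorescence | Read-out basis: % inhibition of agonist calcium response | Replicates: n of 1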
# GPR7 antag = antagonists of human GPR7 (neuropeptides B/W receptor 1); P48145; GPR7-expressing cells, fluorescence antagonist assay; inhibition, % at 4.4 µM; 1.1% of 290,000 active; AID 1861; in the data active means inhibition above about 16%, passing the limit was not always enough;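 further: cells stimulated with the agonist NPW; 0% = agonist with vehicle and 100% = vehicle without agonist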
# V1R ag counter = activates human V1a receptor in oxytocin agonist counter-screen; 0.25% of 320,000 active; activation, % at 3 µM; CHO-V1R cells, Fluo-8 calcium fluorescence, agonist mode; 0% DMSO, 100% 3 nM vasopressin;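 active means activation above the mean activation of all tested compounds plus 3 SD, per screening run, cut at about 20% in these data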;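 further: signal is peak over basal fluorescence ratio across a 100 second FLIPR read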
# Target sequence (P37288 whole entry, looked up): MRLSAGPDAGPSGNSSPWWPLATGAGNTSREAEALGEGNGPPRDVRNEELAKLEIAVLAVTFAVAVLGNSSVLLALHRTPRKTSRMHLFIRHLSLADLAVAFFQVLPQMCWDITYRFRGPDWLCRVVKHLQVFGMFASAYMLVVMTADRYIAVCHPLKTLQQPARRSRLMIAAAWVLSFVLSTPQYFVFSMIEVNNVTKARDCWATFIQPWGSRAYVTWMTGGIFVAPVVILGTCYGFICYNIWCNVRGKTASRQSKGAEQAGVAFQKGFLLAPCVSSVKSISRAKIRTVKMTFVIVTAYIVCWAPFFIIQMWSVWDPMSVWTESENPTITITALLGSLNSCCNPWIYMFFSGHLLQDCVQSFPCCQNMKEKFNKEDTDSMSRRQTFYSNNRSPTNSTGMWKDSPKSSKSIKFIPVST
# CHO-K1 Ca antag = nonselective inhibitor or artifact in parental CHO-K1 cells | ATP-induced calcium, Fluo-8 fluorescence | inhibition, % at 3 µM | 0.6% of 360,000 active | AID 602250;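 active means inhibition above a per-plate cutoff, the plate's mean sample inhibition plus 3 SD, cut at about 24% in these data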;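 further: 0% = DMSO plus EC80 ATP and 100% = DMSO alone without ATP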
# CHO-K1 Ca PAM = nonselective activator or artifact in parental CHO-K1 calcium assay; activation, % at 3 µM; ATP EC20, Fluo-8 calcium fluorescence; 0% at ATP EC20, 100% at ATP max; AID 602247; 0.02% of 360,000 active;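 active means activation above the run cutoff, the mean activation of all test compounds plus 3 SD, cut at about 40% in these data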;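 further: peak over basal fluorescence ratio in a 140 s read after ATP addition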
# Numbers without * were called inactive; · = no result given.
1	CC(CCO)Nc1nc2c([nH]1)c(=O)n(C)c(=O)n2C (stereo unspecified)
2	Cc1nc(N2CCOCC2)nc(N2CCCCC2)c1[N+](=O)[O-]
3	CCCOc1ccc(C(C)=O)cc1CSc1nc(O)cc(=O)[nH]1
4	CCc1ccc(N(CC(=O)Nc2ccc(NC(C)=O)cc2)S(=O)(=O)c2ccccc2)cc1
5	Cc1cc(S(=O)(=O)N2CCOCC2)ccc1NC(=O)c1ccc(F)cc1
6	Cc1cccc([C@@H]2[C@@H]3C(=O)N(Cc4ccccc4)C(=O)[C@@H]3[C@]3(C)C(=O)N(c4cccc(F)c4)C(=O)N23)c1
7	Cc1cnc(C(=O)OCc2ccc(COC(=O)c3cnc(C)cn3)cc2)cn1
8	CCOC(=O)CSc1nnc(-c2c[nH]c3ccccc23)n1CC

compound no.,1,2,3,4,5,6,7,8
CHO-K1 Ca ag,3.8,-1.0,-0.1,5.4,1.7,0.0,1.6,0.6
CHO parental Ca,4,-14,-17,-18,16,-25,9,-1
OXTR agonist,0.5,-2.1,-0.9,0.5,0.8,1.1,-0.8,1.0
OXTR potentiate,-1,0,-4,-5,-4,-5,-6,-3
TAAR1 antagonist,-13,-27,-16,-3,14,-4,-20,12
GPR7 antag,1,-12,1,-21,4,·,7,-7
V1R ag counter,1.0,-1.3,-0.2,5.1,2.3,0.2,0.5,-0.3
CHO-K1 Ca antag,-16,-9,13,-4,7,-9,-13,3
CHO-K1 Ca PAM,35,4,4,12,-4,-8,6,1

9	Cc1ccc2c(c1)N(C(=O)CCC(=O)NCc1cccc(Br)c1)CC(C)O2 (stereo unspecified)
10	O=c1c2cc3c(cc2[nH]c(=S)n1Cc1ccco1)OCO3
11	COCCCN1C(=O)C(CC(=O)NC(c2ccccc2)c2ccccc2)CC(C(=O)N(C)C)=C1C (stereo unspecified)
12	C=C(c1ccccc1C)[n+]1ccccc1
13	COc1ccc(OC)c(-n2c(-c3cc(-c4ccccc4)n[nH]3)n[nH]c2=S)c1
14	Cc1nn(CC(=O)NCCC2=CCCCC2)c(C)c1[N+](=O)[O-]
15	CCOC(=O)c1c(C)oc2cc(Br)c(OC)cc12
16	CC(C)(CO)NC(=O)C(Cc1ccccc1)N1C(=O)c2ccccc2C1=O (stereo unspecified)

compound no.,9,10,11,12,13,14,15,16
CHO-K1 Ca ag,0.9,0.1,0.5,0.8,-0.3,6.2,1.3,0.9
CHO parental Ca,-21,-7,·,6,-8,-13,-15,-9
OXTR agonist,-2.6,0.5,·,0.0,0.5,-0.9,-1.4,1.1
OXTR potentiate,-2,0,·,-14,-1,0,-4,-4
TAAR1 antagonist,3,-4,-11,-7,-11,-17,-12,2
GPR7 antag,2,-10,·,2,-5,·,-15,-16
V1R ag counter,-0.4,0.2,·,0.9,-0.1,-0.3,-0.9,0.8
CHO-K1 Ca antag,5,-4,-4,-6,-2,16,-6,-12
CHO-K1 Ca PAM,4,-3,4,22,-9,4,26,17

17	Cc1ccc(-c2n[nH]c(=S)n2/N=C/c2ccc(C)s2)cc1
18	CCOC(=O)c1sc2nc(NC(=O)C(C)(C)C)sc2c1C
19	CCOc1ccc(NC(=O)CSc2nc(N3CCOCC3)nc(N3CCOCC3)n2)cc1
20	CCn1cc(C(=O)N[C@@H](CCSC)C(=O)NC(C)(C)CO)c(=O)c2cc3c(cc21)OCO3
21	CCN(c1ccccc1)c1cc(C)nc2ncnn12
22	CCCCn1nnnc1C(c1cc2ccccc2o1)N(CCN(C)C)Cc1ccccc1 (stereo unspecified)
23	N/C(=N\OC(=O)COc1ccc(Br)cc1Cl)c1cccnc1
24	Cc1cc(N2CCCC2)nc2ccc(NC(=S)NCCCOC(C)C)cc12

compound no.,17,18,19,20,21,22,23,24
CHO-K1 Ca ag,-0.1,4.8,0.8,0.5,1.8,5.6,0.2,0.4
CHO parental Ca,-4,3,-18,-10,-6,·,-20,-11
OXTR agonist,-3.0,-1.4,-1.0,0.7,-0.1,·,-0.5,-0.6
OXTR potentiate,-11,-7,-7,-11,-1,·,-12,-9
TAAR1 antagonist,-1,29,1,-6,-33,-9,8,0
GPR7 antag,-16,-23,-18,-25,-2,·,-6,-6
V1R ag counter,-0.5,2.3,0.6,0.5,0.3,·,5.0,0.5
CHO-K1 Ca antag,-7,4,-11,-11,-13,-13,4,-8
CHO-K1 Ca PAM,8,3,19,10,23,23,-6,19

# Part of the list above, tab-delimited.
No.	Structure	CHO-K1 Ca ag	CHO parental Ca	OXTR agonist	OXTR potentiate	TAAR1 antagonist	GPR7 antag	V1R ag counter	CHO-K1 Ca antag	CHO-K1 Ca PAM
17	Cc1ccc(-c2n[nH]c(=S)n2/N=C/c2ccc(C)s2)cc1	-0.1	-4	-3.0	-11	-1	-16	-0.5	-7	8
18	CCOC(=O)c1sc2nc(NC(=O)C(C)(C)C)sc2c1C	4.8	3	-1.4	-7	29	-23	2.3	4	3

# More entries follow:
25	COc1ccc(CSc2nnnn2C)cc1F
26	CSc1nc(-c2ccccc2)nc(SC)c1C(C)=O
27	CC/C(=N/Nc1cccc(C)c1)c1cnnc(SC)n1
28	Cc1ccc(S(=O)(=O)N2CCOCC2)cc1C(=O)OCC(=O)NC1CC1
29	CC(C)CC(=O)[C@@H](O)Cc1ccc(O)cc1
30	COc1ccc(/C=N\NC(=O)c2cc(OCC(F)(F)F)ccc2OCC(F)(F)F)cc1
31	O=C(CCc1nc2ccccc2c(=O)[nH]1)OCc1cccc(C(F)(F)F)c1
32	Cc1ccc(NC(=O)CN(C)C(=O)c2ccc3[nH]c4c(c3c2)CC(C)CC4)cc1 (stereo unspecified)

compound no.,25,26,27,28,29,30,31,32
CHO-K1 Ca ag,0.4,0.0,-0.1,-0.2,0.5,1.2,0.7,1.2
CHO parental Ca,-12,-19,-22,-22,·,3,8,-16
OXTR agonist,1.2,-0.7,-2.7,1.6,·,-0.2,-1.7,6.1
OXTR potentiate,-2,-2,-10,-3,·,-15,-2,-10
TAAR1 antagonist,-3,-16,26,-7,-18,0,-20,-10
GPR7 antag,0,0,9,·,·,8,-6,·
V1R ag counter,0.3,0.5,-0.2,0.8,·,6.4,-1.1,3.2
CHO-K1 Ca antag,-12,-19,-1,10,-13,-5,-12,-9
CHO-K1 Ca PAM,13,2,18,-19,8,9,21,14

# Among those listed so far, 2 contain a thiophene ring, fused or not.
17	Cc1ccc(-c2n[nH]c(=S)n2/N=C/c2ccc(C)s2)cc1
18	CCOC(=O)c1sc2nc(NC(=O)C(C)(C)C)sc2c1C

compound no.,17,18
CHO-K1 Ca ag,-0.1,4.8
CHO parental Ca,-4,3
OXTR agonist,-3.0,-1.4
OXTR potentiate,-11,-7
TAAR1 antagonist,-1,29
GPR7 antag,-16,-23
V1R ag counter,-0.5,2.3
CHO-K1 Ca antag,-7,4
CHO-K1 Ca PAM,8,3

# Later entries
33	O=C(O)C1CCN(C(=O)c2ccccc2N2C(=O)[C@@H]3Cc4c([nH]c5ccccc45)C(c4cccc(Cl)c4)N3C2=O)CC1 (stereo partly specified)
34	CCOC(=O)C1CCN(S(=O)(=O)c2ccc(C(C)=O)cc2)CC1
35	O=C(Nc1ccccc1Cl)NC1(C(=O)NCCCN2CCOCC2)CCCCC1
36	O=c1cc(N2CCN(Cc3ccccc3)CC2)c(-c2ccccc2)n[nH]1
37	CN(CC1COc2ccccc2O1)C(=O)CSc1nncs1 (stereo unspecified)
38	Cn1c(SCc2c(Cl)cccc2Cl)nnc1-c1cccs1
39	O=C(CC(=O)NC1CCCCC1)N/N=C/c1ccccc1[N+](=O)[O-]
40	Cc1cccc(C)c1NC(=O)CSc1nnc(Cc2ccccc2)o1

compound no.,33,34,35,36,37,38,39,40
CHO-K1 Ca ag,0.1,1.7,-0.6,0.3,1.2,2.1,0.6,0.3
CHO parental Ca,1,-22,-14,2,-13,-15,1,-18
OXTR agonist,-0.9,5.4,-0.2,-0.6,-0.7,-1.2,0.1,0.8
OXTR potentiate,-4,-8,-8,-18,-3,3,-6,-6
TAAR1 antagonist,3,14,-33,-5,-4,-3,-8,-9
GPR7 antag,3,4,-18,-11,·,2,-12,-9
V1R ag counter,0.8,1.5,0.2,0.0,-0.3,-0.8,1.4,0.6
CHO-K1 Ca antag,-2,2,17,-4,-13,0,-10,12
CHO-K1 Ca PAM,8,12,-5,21,4,26,0,10

# Three of the entries above in order of their number in TAAR1 antagonist, smallest number first:
item	Structure	TAAR1 antagonist
35	O=C(Nc1ccccc1Cl)NC1(C(=O)NCCCN2CCOCC2)CCCCC1	-33
40	Cc1cccc(C)c1NC(=O)CSc1nnc(Cc2ccccc2)o1	-9
34	CCOC(=O)C1CCN(S(=O)(=O)c2ccc(C(C)=O)cc2)CC1	14

# (continued)
41	CC(=O)c1ccc(N(C(=O)CNC(=O)c2ccco2)C(C(=O)NCC2CCCO2)c2ccccc2)cc1 (stereo unspecified)
42	Clc1ncccc1-c1nc2ccccc2s1
43	O=C(C1=COCCO1)N1CCN(c2nc3ccc([N+](=O)[O-])cc3s2)CC1
44	CCCNC(=O)Nc1ccc2c(c1)N(C)C(=O)c1ccccc1S2
45	Cc1ccc(C)c(S(=O)(=O)N2CCCCC2CCNC(=O)C(=O)NC2CC2)c1 (stereo unspecified)
46	CC1Oc2ccc(C#N)cc2N(Cc2ccccc2OC(F)(F)F)C1=O (stereo unspecified)
47	COCCC(=O)N1CCC(Oc2ccc(C(=O)NCCc3cn[nH]c3)cc2)CC1
48	O=C(c1ccco1)N1CCN(C2CC(=O)N(c3ccc4c(c3)OCO4)C2=O)CC1 (stereo unspecified)
49	N#Cc1ccc(COC(=O)Cn2nnc(-c3ccccc3)n2)cc1
50	O=c1ncn(-c2cccc([N+](=O)[O-])c2)c2ccccc12

compound no.,41,42,43,44,45,46,47,48,49,50
CHO-K1 Ca ag,0.5,-0.7,1.8,2.6,-0.1,-0.8,0.9,0.3,1.1,0.9
CHO parental Ca,17,-14,20,-19,-18,·,-4,-9,9,-7
OXTR agonist,-0.5,-2.5,3.0,1.3,-2.2,·,0.8,2.1,0.4,0.6
OXTR potentiate,-3,4,2,-2,-1,·,-6,4,-5,-3
TAAR1 antagonist,6,-2,-1,7,-38,-1,-18,4,1,-14
GPR7 antag,-16,6,·,0,·,·,-16,-5,-12,·
V1R ag counter,0.2,-1.6,2.6,2.0,-1.2,·,0.1,0.7,2.9,-0.1
CHO-K1 Ca antag,-2,-2,2,-4,2,-9,2,4,8,-9
CHO-K1 Ca PAM,16,-8,2,13,-5,11,-7,10,5,18

# Along the list, quoted from above:
# Compounds 41–50 in CHO-K1 Ca antag: -2, -2, 2, -4, 2, -9, 2, 4, 8, -9
# Compounds 41–50 in V1R ag counter: 0.2, -1.6, 2.6, 2.0, -1.2, ·, 0.1, 0.7, 2.9, -0.1
